From PubChem
All columns: NCI-60 one-dose screen, growth in % after 48 h at 10 µM unless noted; 100 = growth as untreated, 0 = no growth, -100 = all killed.
MALME-3M: MALME-3M melanoma; hit rate 5.8% among 78,000; AID 1794766
UACC-257: UACC-257 melanoma | hit rate 4.4% among 78,000 | AID 1794764
SK-MEL-28: SK-MEL-28 melanoma; hit rate 4.1% among 81,000
SK-MEL-5: SK-MEL-5 melanoma; hit rate 6.4% among 80,000; AID 1794755
LOX IMVI: LOX IMVI melanoma. AID 1794757. hit rate 7.4% among 79,000
HS 578T: HS 578T breast cancer; hit rate 4.1% among 78,000
T-47D: T-47D breast cancer. hit rate 5% among 79,000
SK-MEL-2: SK-MEL-2 melanoma. AID 1794763. hit rate 4.7% among 77,000
* marks the source's active call; other numbers are inactive results; . = no result given; & = joins results of further samples. The calls were made as follows: active = growth percent below 10; inactive = the rest.

SMILES | MALME-3M | UACC-257 | SK-MEL-28 | SK-MEL-5 | LOX IMVI | HS 578T | T-47D | SK-MEL-2
COc1ccc(-c2cc(-c3cn(-c4cccc(Cl)c4)nc3-c3ccc(OC)cc3)[nH]c(=S)n2)cc1 | 91 | 71 | 96 | 88 | 7.6* | 89 | 72 | 89
CC1(C)CC(=O)c2c(ccc(C(=O)C[C@H](N)CO)c2N)O1 | 49 | 49 | 38 | 47 | -62* | 82 | 54 | 37
O=C(CN1CCN(c2cc(=O)n(-c3ccccc3)c3ccccc23)CC1)Nc1nc(-c2ccc(Cl)cc2)cs1 | . | 28 | 69 | 5.1* | 58 | 93 | 24 | 76
Cc1c(C)c(Br)c(Br)c(Br)c1Br | 121 | 118 | 103 | 106 | 102 | 117 | 108 | 109
Cc1nc2ccccc2c(/C=C/c2ccccc2)c1C(=O)/C=C/c1cccs1 | 109 | 72 | 89 | 82 | 64 | 85 | 51 | 83
O=C(O)c1cccc2c1-c1ccccc1C2=O | 86 | . | 109 | 102 | 97 | 98 | 93 | 98
Cc1ccc(Nc2nc(N)n(Cc3cccc(Br)c3)n2)cc1 | 84 | 94 | 93 | 97 | 80 | 75 | 69 | 97
COS(=O)(=O)CCC(=O)Nc1cc(C(=O)Nc2cc(C(=O)NCCC(=O)NCCCCCCCCCCN3C(=O)N(c4ccc(C#N)c(C(F)(F)F)c4)C(=O)C3(C)C)n(C)c2)n(C)c1 | 94 | 109 | 109 | 96 | 95 | 93 | 92 | 109
NS(=O)(=O)c1ccc(NC(=O)CSc2nc3ccccc3c(=O)n2Cc2ccccc2)cc1 | 100 | 97 | 105 | 91 | 90 | 79 | 89 | 119
CCc1c(C(=O)NCc2cccc3ccccc23)[nH]c(C)c1C(C)=O | 65 | . | . | 25 | 19 | 58 | 58 | 81
CNC(=O)c1cc(Oc2ccc3nc(Nc4ccc(F)c(Cl)c4)ccc3c2)ccn1 | 92 | . | . | 58 | 65 | 92 | 48 | 76
COC(=O)c1[nH]c(=O)c(C#N)c(C(=O)OC)c1C(=O)c1ccc(Cl)c(Cl)c1 | 85 | 83 | 100 | 97 | 85 | 85 | . | 114
C/C=C(\C)CCC(C)(O)CC (stereo not given) | 90 | 97 | 99 | . | 103 | 108 | 89 | 104
Nc1nc(-c2ccccc2)c(N=Nc2ccccc2)s1 | 109 | 93 | 71 | 90 | 42 | 48 | 24 | 75
Cn1c(=O)c2nc(CC(=Nc3ccc(Cl)cc3)c3ccccc3)c(=O)[nH]c2n(C)c1=O | 111 | 100 | 89 | 74 | 47 | 95 | 78 | 91
CCC(C)OC(=O)c1cc(-c2ccc(OC)cc2)nc2ccccc12 (stereo not given) | 109 | 101 | 104 | 100 | 103 | 105 | 92 | 103
CSc1ncnc2nc[nH]c12 | 114 | 81 | 115 | 98 | 98 | 111 | 102 | 99
CCCC(C)=C(C(=O)OCC)C(=O)OCC | 111 | 98 | 112 | 104 | 105 | 125 | 108 | 99
Cc1ccc(C)c2c1sc1nc(N3CCOCC3)c(C#N)c(=N)n12 | 99 | . | 107 | . | 96 | 106 | 100 | .
COc1cccc(/C=N\NC(=O)c2ccncc2)c1O | 68 | 50 | 70 | 59 | 15 | . | 28 | 44
C(=N\N1CCCCCC1)/c1ccc2ccccc2n1 | . | 99 | 104 | 69 | 89 | 103 | 69 | 85
CCOC(C)c1ccccc1 (stereo not given) | . | 107 | 117 | 105 | 98 | 110 | 95 | 96
NC(=O)c1cc(I)ccc1NC(=O)COc1ccc(Cl)cc1Cl | . | 90 | 99 | . | 93 | 106 | . | 79
CC(=O)N1N=C(c2ccccc2)CC1c1cc(-c2cc3ccccc3o2)n(-c2ccccc2)n1 (stereo not given) | 96 | 110 | 101 | 100 | . | . | 88 | 122
COc1ccc(-c2nn(-c3ccccc3)cc2/C=c2\sc3nc(Cc4ccccc4)nn3c2=O)cc1 | 104&85 | 101&82 | 107&97 | 102&101 | 97&107 | 94&114 | 95&105 | 118&102
More structures.
SMILES | MALME-3M | UACC-257 | SK-MEL-28 | SK-MEL-5 | LOX IMVI | HS 578T | T-47D | SK-MEL-2
COc1cc(-c2nc(-c3nnc(-c4ccccc4Cl)o3)c3ccccn23)cc(OC)c1OC | 119 | 91 | 95 | 80 | 78 | 83 | 61 | 79
CC(=O)OC[C@]12CC[C@@H]([C@@H](C)c3nnc(-c4ccncc4)o3)[C@@H]1[C@H]1CC[C@@H]3[C@@]4(C)CC[C@H](OC(C)=O)C(C)(C)[C@@H]4CC[C@@]3(C)[C@]1(C)CC2 | 100 | 75 | 93 | 74 | 77 | 92 | 66 | 82
O=c1[nH][n+](-c2cccc([N+](=O)[O-])c2)no1 | 95 | 86 | 92 | 106 | 26 | 102 | 26 | 88
Cc1nc2ccccc2c(=O)n1/N=C\c1ccc2c(c1)CCC2 | 99 | 112 | 109 | 104 | . | 80 | 96 | 131
COc1ccc(-c2cnc(SCC(=O)Nc3ccc(-c4nc5ccccc5s4)cc3)n2-c2ccc(OC)cc2)cc1 | 129 | 116 | 120 | 99 | 95 | 105 | 93 | 102
Cn1ccnc1C(=O)C1CC1c1ccc(CC(=O)Nc2ccc(Br)cc2)cc1 (stereo not given) | 99 | 106 | 113 | 91 | 95 | 95 | 78 | 114
FC(F)(F)c1nc2nccnc2[nH]1 | 92 | 105 | 116 | 101 | 104 | 111 | 98 | 106
Fc1ccc(Nc2csc(-c3ccccn3)n2)cc1Cl | 95 | 111 | 109 | 97 | 92 | 91 | 90 | 88
O=C1Nc2ccccc2/C1=C\c1cccc(/C=C2/C(=O)Nc3ccccc32)n1 | -40* | -66* | -89* | -99* | -88* | -39* | -52* | -34*
CCn1cc(C(=O)N[C@H]2C(O)[C@@H](O)C(CO)O[C@H]2O)c(=O)c2cc(F)c(N3CCN(C(C)=O)CC3)cc21 (stereo not given in full) | 114 | 102 | 109 | 103 | 97 | 103 | 101 | 111
CCOc1ccc(CO)cc1 | 104 | 95 | 109 | 101 | 96 | 99 | 95 | 96
COC(=O)C1=CC=C[C@H]2[C@@]3(CC[C@@H](C)[C@@]2(CCc2ccoc2)C(=O)O3)C1 | 106 | 93 | 105 | 106 | 97 | 107 | 89 | 84
CCOC(=O)c1csc(NC(=O)CSc2nc3sc4c(c3c(=O)n2-c2ccc(Cl)cc2)CCCC4)n1 | 104 | 100 | 105 | 78 | 57 | 97 | 87 | 105
OC(c1cc(C(F)(F)F)nc2c(C(F)(F)F)cccc12)C1CCCCN1 (stereo not given) | 100 | . | 72 | 61 | 12 | 62 | 75 | 56
c1cncc(-c2nc3cnccn3c2NCCN2CCOCC2)c1 | 96 | 96 | 93 | 96 | 100 | 94 | . | 102
Cn1c(N)c(NC(=O)CC#N)c(=O)n(C)c1=O | 93 | 92 | 104 | 104 | 107 | 105 | 97 | 96
CCCCN(C(C)=O)c1ccccc1 | 99 | 104 | 103 | 104 | 99 | 72 | 100 | 113
COc1ccc(N=C2NN=C(c3ccccc3)CS2)cc1 | 105 | . | 112 | 100 | 102 | 149 | 97 | 39
CCOC(=O)C(=CC(C)C)C(=O)OCC | 115 | 106 | 115 | 101 | 98 | 104 | 101 | 88
COC(=O)[C@H]1CCCN1C(=O)[C@@H]1CCCN1C(=O)[C@@H](Cc1c[nH]c2ccccc12)NC(=S)Nc1cc(C(F)(F)F)cc(C(F)(F)F)c1 | 89 | 88 | 83 | . | 65 | 88 | 88 | 104
COc1cc2c(cc1OC)CN(S(N)(=O)=O)CC2 | 113 | 97 | 115 | 109 | 109 | 103 | 99 | 117
NC(=O)SCC(=O)Nc1ccc(NC(=O)CSC(N)=O)cc1 | 113 | 103 | 121 | 105 | 100 | 103 | 100 | 123
O=C(/C=C/c1cn(-c2ccccc2)nc1-c1ccc(Cl)cc1)NNC(=O)Nc1ccc(Cl)cc1 | 99 | 111 | 106 | 98 | 93 | 114 | 93 | 106
O=C(/C=C/c1cccnc1)c1ccccc1O | 124 | 58 | 109 | 105 | 100 | 107 | 93 | 95
CC(=O)Nc1cccc(-c2cc3ccccc3[nH]2)c1 | 100 | 93 | 110 | 97 | 95 | 92 | 84 | 98
Additional entries follow:
SMILES | MALME-3M | UACC-257 | SK-MEL-28 | SK-MEL-5 | LOX IMVI | HS 578T | T-47D | SK-MEL-2
CCn1cc(C(=O)O)c(=O)c2cc(F)c(N3CCN(S(=O)(=O)c4c(C)cc(C)cc4C)CC3)cc21 | 90 | 106 | 92 | 80 | 61 | . | 74 | 89
O=C1c2ccccc2C[C@]12C(c1ccc(F)cc1)=NOS2=O (stereo not given in full) | 99 | 93 | 107 | 97 | 98 | 98 | 94 | 93
CC/C(=C(\c1ccc(OCCN2CCCCCC2)cc1)c1ccc(OC(=O)C2CCCCC2)cc1)c1ccc(OC)cc1 | 98 | 108 | 97 | 90 | 96 | 86 | 64 | 105
Cc1ccc2c(NCCCN(C)C)c3c(C)nn(C)c3nc2c1 | 53 | 32 | 57 | 51 | 16 | 74 | 45 | 44
C=C1C(=O)O[C@H]2[C@H]1CC/C(COC(=O)C(=O)c1c[nH]c3ccc(Cl)cc13)=C\CC[C@@]1(C)O[C@@H]21 | -76* | -76* | -72* | -98* | -93* | -14* | -45* | -59*
COc1cc(-c2c(-c3ccccc3)noc2C(=O)Nc2ccc(Br)cc2)c(OC)c2c1OCO2 | 71 | 100 | 97 | 85 | 89 | 52 | 81 | 96
O=C(Cc1ccccc1Nc1c(Cl)cccc1Cl)NN1C(=O)/C(=C/N2N=C(c3ccc(Cl)cc3)CC2c2ccc(Cl)cc2)SC1=S (stereo not given) | 88 | 110 | 111 | 100 | 98 | 82 | 91 | 112
CC(=O)Nc1ccc(-c2cn(-c3cccc(C(=O)Nc4cc(Cl)cc(Cl)c4)c3)nn2)cn1 | 111 | 119 | 117 | 100 | 100 | 105 | 104 | 108
CCN1C(=O)N(CC)C2C1NC(=S)N2/N=C/c1ccc(C(F)(F)F)cc1 (stereo not given) | 44 | 79 | 76 | 52 | 73 | 66 | 75 | 88
CC(=O)c1nc2ccccc2n1CCNC(N)=O | 56 | 95 | 90 | 83 | 62 | 69 | 68 | 84
CCN1CCN(c2cc(C)nc(N(CCCNc3ccnc4cc(Cl)ccc34)Cc3ccc4c(c3)OCO4)n2)CC1 | -82* | . | -74* | -96* | -75* | -27* | -52* | -68*
CCCCCCCCCCCCCCCCNC1=C(Cl)C(=O)c2ccccc2C1=O | 125 | 99 | 108 | 107 | . | . | 108 | 116
CS(=O)(=O)Nc1ccc(C(=O)N/N=C/c2cccc(O)c2)cc1 | 88 | 94 | 103 | 99 | 93 | 93 | 97 | 109
CC(C)CC(NC(=O)OCC1c2ccccc2-c2ccccc21)C(=O)O (stereo not given) | 109 | 102 | 105 | 101 | 103 | 115 | 96 | .
Cc1cc(N)cc(C)n1 | 98 | . | 104 | 99 | 98 | 104 | 94 | 119
C=C(C)CNC(=O)OC(C)C | 72 | 104 | 115 | 103 | 113 | 103 | 109 | 140
Nc1ccc(NS(=O)(=O)CS(=O)(=O)Nc2ccc(N)cc2)cc1 | 103 | 105 | 113 | 96 | 97 | 104 | 94 | 116
CC(C)(C)n1cc(-c2ccnc(NCCNS(=O)(=O)c3cccc(F)c3)c2)c(-c2ccccc2)n1 | 107 | 99 | 102 | 72 | 85 | 93 | 44 | 105
O=[N+]([O-])c1ccc(O)c(C2CCCCC2)c1 | 49 | 71 | 91 | . | 80 | 69 | 70 | 88
C=C1C(=O)O[C@H]2[C@H]1CC/C(COC(=O)c1cn(C)c3ccccc13)=C\CC[C@@]1(C)O[C@@H]21 | -60* | -56* | -22* | 4.2* | -87* | 13 | -56* | -60*
CN(Cc1ccc(Nc2ccccc2)cc1)C1CCCCC1 | 120 | 98 | 105 | 106 | 96 | 103 | 102 | .
O=C(O)c1ccc(-c2nn(-c3ccc(C(=O)O)cc3)cc2/C=N/Nc2nc(-c3ccc(O)cc3)cs2)cc1 | 105 | 107 | 105 | 102 | 95 | 97 | 125 | 120
Cc1[nH]n(C(=O)c2ccncc2)c(=O)c1N=Nc1ccc(S(=O)(=O)Nc2ccncn2)cc1 | 124 | -1.4* | 112 | 106 | 94 | 97 | 113 | 116
Brc1ccc(-c2nc(Br)cn3ccnc23)cc1 | 99 | 109 | 98 | 82 | 80 | 93 | 53 | 97
O=C1CC(SC(=S)C2CCCC2=O)C(=O)N1 (stereo not given) | 104 | 90 | 113 | 103 | 98 | 104 | 94 | 97
